# RTF Ca sens act = increases calcium sensitivity of human cardiac regulated thin filaments | AID 493008 | IANBD-labeled TnC RTF fluorescence at EC20 calcium; 0% EC20 calcium, 100% full calcium | P19429+P45379 | 340,000 tested, 0.24% active | activation, % at 7.2 µM;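 active means activation above the mean over all tested compounds plus 3 SD, cut at about 30% in these data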;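 further: rise in fluorescence read as greater calcium sensitivity of cardiac thin filaments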
# SR-BI uptake up = enhances SR-BI lipid uptake from DiI-HDL. CHO ldlA[mSR-BI] cells, DiI-HDL uptake fluorescence, 3 h; 100 = double the neutral-control signal. activation, % at 12.5 µM. 320,000 tested, 0.096% active. AID 504775;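 active means mean replicate activation of at least 60% and every replicate at or above 60%; inconclusive means mean or all-replicate condition met, but not both; inactive means mean below 60% and not all replicates reaching 60%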;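 further: 0% = median plate neutral-control signal and 100% = twice that signal; values of inactives mirror those of a sister screen read the other way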
#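 System: LDL receptor-deficient CHO ldlA cells overexpressing murine SR-BI | Timing: 3 h uptake period with compound, 37 °C | Medium: HEPES-buffered (25 mM, pH 7.4) F12 plus 0.5% BSA | Dosing: Single-point compound dose | Signal: Bottom-read fluorescence, 550/595 nm | Read-out: Retained DiI signal reflecting DiI-HDL uptake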
# DAGLB inh = diacylglycerol lipase beta (human) inhibition; Q8NCG7; 340,000 tested, 0.059% active; inhibition, % at 5.17 µM; HEK293T DAGLB membrane lysate, EnzChek fluorogenic substrate; in the data active means inhibition above about 34%;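 further: 0% = enzyme with vehicle and 100% = wells lacking enzyme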
# Target sequence (Q8NCG7 whole entry, looked up): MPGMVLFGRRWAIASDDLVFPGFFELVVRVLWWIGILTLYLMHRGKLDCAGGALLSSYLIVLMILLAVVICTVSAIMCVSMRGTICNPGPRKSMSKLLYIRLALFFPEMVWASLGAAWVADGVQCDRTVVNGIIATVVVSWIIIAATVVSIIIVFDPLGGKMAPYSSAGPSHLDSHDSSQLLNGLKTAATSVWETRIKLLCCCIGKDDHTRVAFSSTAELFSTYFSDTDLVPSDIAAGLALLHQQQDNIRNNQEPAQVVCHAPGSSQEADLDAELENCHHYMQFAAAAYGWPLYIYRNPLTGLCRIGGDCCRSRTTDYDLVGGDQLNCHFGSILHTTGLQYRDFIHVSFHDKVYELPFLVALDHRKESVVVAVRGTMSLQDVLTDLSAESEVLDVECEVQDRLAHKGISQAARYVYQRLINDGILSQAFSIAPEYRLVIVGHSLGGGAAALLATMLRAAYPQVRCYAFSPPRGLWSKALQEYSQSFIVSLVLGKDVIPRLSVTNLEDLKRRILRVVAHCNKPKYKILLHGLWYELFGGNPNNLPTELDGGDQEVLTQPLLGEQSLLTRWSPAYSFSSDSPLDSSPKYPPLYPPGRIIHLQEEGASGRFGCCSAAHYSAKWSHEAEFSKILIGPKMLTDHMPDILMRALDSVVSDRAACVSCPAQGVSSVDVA
# Keap1 Nrf2 FP = inhibitors of human Keap1-Nrf2 protein-protein interaction. Keap1 Kelch-Nrf2 peptide fluorescence polarization, 1536-well. inhibition, % at 9.4 µM. 340,000 tested, 0.15% active; in the data active means inhibition above about 12%; inconclusive means no clear call, values can overlap the other calls; inactive means below about 7.3%;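 further: human Keap1 Kelch domain with fluorescein labeled Nrf2 9mer peptide probe; 0% = neutral control wells and 100% = peptide positive control; higher means more block of Keap1 binding to Nrf2 peptide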
# LANA DNA inh = KSHV C-LANA DNA binding inhibition; MBP-C-LANA/FAM-LBS DNA binding, fluorescence polarization; inhibition, % at 9 µM; 340,000 tested, 0.078% active; AID 504423;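 active means highest replicate inhibition at or above 60% at 9 µM, even if other replicates fall short; inactive means all replicates below 60% inhibition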;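 further: 0% = neutral control wells and 100% = 4 µM acridine orange control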
# CAL PDZ FP-1 = inhibitors of human CAL PDZ peptide binding. Q9HD26. purified CAL PDZ, TMR-peptide fluorescence polarization, 1 h. inhibition, % at 20 µM. 330,000 tested, 0.02% active. AID 504414;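 active means highest replicate inhibition of at least 40%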;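 further: plate controls were DMSO neutral control wells for no effect and unlabeled competitor peptide control wells for full effect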
#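 System: purified tagged CAL PDZ domain construct (CerCALP). Schedule: 1 h incubation at room temperature before polarization reading. Medium: 25 mM sodium phosphate pH 7.4, 150 mM NaCl, TCEP, IgG, Thesit. Read-out: percent inhibition from loss of millipolarization. Measured by: FP readout, S and P plane fluorescence. Probe or stimulus: fluorescent TMR peptide probe.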
# RTF Ca sens inh = cardiac RTF calcium desensitization; AID 493244; IANBD-labeled cardiac RTF, Ca2+ fluorescence; 340,000 tested, 0.12% active; inhibition, % at 7.15 µM;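 active means inhibition above the mean inhibition of all tested compounds plus 3 SD, cut at about 17% in these data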;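 further: assay run at fixed EC70 calcium of 1.6 mM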
# PKA-R2B act = activates the human PKA-R2B holoenzyme complex; AID 504700; activation, % at 11.4 µM; 340,000 tested, 0.079% active; P22694+P31323; PKA-R2B holoenzyme dissociation, Cy5-IP20 fluorescence polarization; R2B truncated from residue 108, S112A mutant; 0% DMSO only, 100% 113 µM cGMP;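 active means activation above a cutoff set at the mean over all compounds plus 3 SD, cut at about 18% in these data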;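 further: higher means more holoenzyme dissociation and a rise in polarization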
# CAL PDZ FP-2 = inhibitors of human CAL PDZ peptide binding; Q9HD26; inhibition, % at 24.9 µM; AID 602252; 300,000 tested, 0.92% active; purified CAL PDZ, TMR-peptide fluorescence polarization, 1 h;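 active means mean inhibition of at least 30% with at least half of replicates also reaching 30%; inconclusive means no clear call, values can overlap the other calls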;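 further: 0% = DMSO neutral control and 100% = excess unlabeled competitor peptide PRC23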
# Rtt109 HAT inh = blocks Candida albicans Rtt109/Vps75 acetyltransferase activity; Q5AAJ8; 330,000 tested, 0.16% active; purified Rtt109/Vps75, ThioGlo CoA-SH fluorescence, 4 h; inhibition, % at 34.9 µM;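 active means inhibition of at least 50% in every replicate; inconclusive means best replicate reaches 50% inhibition but some replicates fall short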
# Target sequence (Q5AAJ8 whole entry, looked up): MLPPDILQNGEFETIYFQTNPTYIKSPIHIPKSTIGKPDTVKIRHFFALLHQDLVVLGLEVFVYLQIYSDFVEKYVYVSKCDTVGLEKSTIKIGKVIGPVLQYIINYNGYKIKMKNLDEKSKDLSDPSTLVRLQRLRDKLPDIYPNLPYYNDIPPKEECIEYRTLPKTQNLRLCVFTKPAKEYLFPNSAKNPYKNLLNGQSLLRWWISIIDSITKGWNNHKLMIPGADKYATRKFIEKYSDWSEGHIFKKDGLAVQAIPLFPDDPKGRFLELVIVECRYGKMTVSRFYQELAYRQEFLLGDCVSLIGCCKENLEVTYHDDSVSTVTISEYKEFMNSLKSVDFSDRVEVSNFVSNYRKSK
# Active calls of the source: *; ? = inconclusive; . = not tested or not shown.
SMILES,RTF Ca sens act,SR-BI uptake up,DAGLB inh,Keap1 Nrf2 FP,LANA DNA inh,CAL PDZ FP-1,RTF Ca sens inh,PKA-R2B act,CAL PDZ FP-2,Rtt109 HAT inh
O=C(NNC(=O)c1ccc(Br)o1)c1ccc(NS(=O)(=O)c2cccs2)cc1,-2,11,-1,-4,1.9,-0.1,-10,-1,-4,2
CCCc1cc(=O)[nH]c(SCc2nc3ccccc3s2)n1,1,7,0,-1,-1.5,-1.8,-12,-8,-1,3
O=C(O)CC1(CC(=O)Nc2cccc(C(=O)O)c2)CCCC1,0,4,-3,-6,1.4,-0.3,-5,3,.,-2
COc1ccccc1CNC(=O)C/C(C)=N/NC(=O)Cc1ccccc1,5,5,0,-1,0.0,-0.3,-14,-7,.,5
O=C(Cc1ccc(Cl)cc1)Nc1ccc(-c2cc3ccccc3oc2=O)c(Cl)c1,-1,-61,-5,0,1.1,-3.0,0,-12,-4,-5
COc1ccc(NC(=O)CCN2CCOCC2)c(OC)c1,0,12,-4,-5,0.9,.,-6,-9,-5,-2
CN(Cc1ccccc1)C(=O)c1[nH]cnc1C(=O)Nc1ccccc1,2,2,-3,-1,0.0,0.9,-12,-4,1,-8
O=C(O)c1ccc(OCc2cn3ccccc3n2)cc1,4,14,-2,-4,0.1,-0.5,2,-3,-3,0
O=C(C1CC1)N1CCN(c2ccnc3cc(Cl)ccc23)CC1,5,-8,1,-5,0.5,-3.2,-6,-7,-3,-2
CC1(C)c2[nH]c3ccccc3c2C[C@H]2C(=O)N(CCCO)CC(=O)N21,6,5,-3,0,-2.5,-0.6,-1,0,-3,-1
CCc1ccc(C(N)=S)cc1,1,33,-2,1,-1.1,-1.0,7,4,-4,4
CCN(CC)CCNC(=O)c1ccc(NC(=O)c2cc(-c3ccco3)nc3ccccc23)cc1,0,.,2,2,-2.0,-2.3,2,-4,-8,-12
CCN(C(=O)COC(=O)c1ccccc1Cc1ccccc1)C1CCS(=O)(=O)C1 (centres undefined),2,-39,1,.,.,-1.4,-1,-14,-5,.
CCN(CC)C(=O)[C@H]1C[C@H](CC(=O)NCC23CC4CC(CC(C4)C2)C3)C(=O)N2CCc3c([nH]c4ccc(Cl)cc34)[C@]12C,-2,-6,-1,0,-1.1,0.7,2,-1,-4,-3
COc1ccc(-c2cc(C)no2)cc1S(=O)(=O)N1CCN(c2ccccc2F)CC1,-2,-40,-5,5,0.6,-0.5,-8,0,-5,-1
COc1ccc(OCC(=O)OCC(=O)Nc2cc(S(=O)(=O)N3CCOCC3)ccc2Cl)cc1,5,4,-3,-7,-2.3,-0.2,-1,-17,-2,5
Cc1cc(N2C(=O)C(O)=C(C(=O)c3cc4ccccc4o3)C2c2ccc(Cl)cc2)no1 (centres undefined),2,11,14,-3,-1.6,-2.7,2,3,-5,21
O=C(Nc1nccs1)c1nc(-c2ccccc2)n(-c2ccccc2)n1,9,-31,2,-5,0.3,-1.7,-1,3,1,-5
O=c1nc(Nc2ccccc2)oc2ccccc12,0,6,-1,-2,1.4,-0.8,-9,-3,.,-1
Cc1ccc(S(=O)(=O)CCSc2cccc(C(=O)Nc3ccccc3C(=O)O)c2)cc1,-9,39,8,-3,-0.1,-2.1,3,-7,-3,1
CCOC(=O)C1CCN(C(=O)NC23CC4CC(CC(C4)C2)C3)CC1,3,.,0,-4,-1.2,-2.0,0,1,-1,.
Cc1ccc(-n2c(C)nnc2SCC(=O)NC2CC2)cc1,0,1,2,4,1.5,-1.9,-11,4,-4,-17
CC1CCCC(NC(=O)COC(=O)c2cccs2)C1C (centres undefined),2,11,0,-2,-2.5,-2.8,-12,4,24,-5
COc1ccc2cc(C(c3nnnn3CC3CCCO3)N3CCOCC3)c(=O)[nH]c2c1 (centres undefined),2,31,-1,2,0.8,-1.0,-3,1,-2,-3
CCOc1ccccc1CN1CCCC(CNS(=O)(=O)c2ccc(OC)cc2)C1 (centres undefined),-1,-6,1,0,1.4,-0.1,11,8,-8,5
CCOc1ccc(N2CC(C(=O)NCCc3c[nH]c4ccc(C)cc34)CC2=O)cc1 (centres undefined),-5,-40,0,-3,1.1,-2.8,7,6,-3,6
COc1ccc(C2CC(c3ccc4ccccc4c3)=NN2C(=O)CN2CCC(C(N)=O)CC2)cc1 (centres undefined),4,.,-1,-4,-1.6,-3.0,-5,3,4,?
CCN(CC)c1ncnc2c1[nH]c1ccccc12,2,-18,-1,-4,-0.6,.,2,6,-47,-17
COc1ccccc1NC(=S)NCCc1ccc(F)cc1,2,-30,0,0,1.0,-1.4,-1,0,1,-12
Cc1cc(C)cc(NC(=O)C2CCN(C(=O)c3cccs3)CC2)c1,-5,-2,-4,-6,1.0,-3.1,-2,-3,-4,-9
O=C(c1ccc(S(=O)(=O)c2ccc(Cl)cc2)cc1)N1CCOCC1,0,10,-1,0,0.0,.,3,0,1,-3
c1ccc(Cc2c[nH]c3ccccc23)cc1,-1,-9,-2,6,4.6,-0.6,-7,-13,.,3
Cc1ccccc1CN1CCN(C(=O)c2cc(-c3ccncc3)nc3ccccc23)CC1,-5,-26,-2,-1,-0.8,-3.7,-1,8,-3,8
Cc1cc(=O)n2nc(N3CCC(C(=O)NCC(C)c4ccccc4)CC3)sc2n1 (centres undefined),-3,-23,0,-2,-0.5,-1.1,3,-13,1,0
O=C(COc1ccc([N+](=O)[O-])cc1)Nn1cnnc1,.,-3,.,1,0.5,0.0,.,.,1,-2
Cc1noc(/C=C/c2ccco2)c1S(=O)(=O)N1CCC(C(=O)N2c3ccccc3CC2C)CC1 (centres undefined),3,-3,-18,3,-0.9,-1.0,1,3,-1,.
Cc1cccc2cc(CN(Cc3cccs3)C(=S)NCC3CCCO3)c(=O)[nH]c12 (centres undefined),-1,8,3,-3,0.5,-4.0,4,-5,-6,9
O=S(=O)(c1ccc(-c2csc(Nc3ccc(F)cc3)n2)cc1)N1CCCC1,8,-54,-4,2,0.2,-0.5,3,-33,0,1
COc1ccc(OC)c(CN2CCN(C(=O)c3ccco3)CC2)c1,8,12,-4,-2,-1.1,-0.6,-7,0,2,13
COc1ccc(-c2nn(-c3ccccc3)cc2CN2CCCO2)c(F)c1,4,-19,-3,-3,-0.3,-1.5,-9,0,24,9
C[C@H](CO)N1C[C@H](C)[C@@H](CN(C)C(=O)Nc2ccc3c(c2)OCO3)Oc2ccc(NC(=O)CCC(F)(F)F)cc2C1=O,-7,-7,-1,3,1.1,0.0,-1,-8,-3,9
NC(=O)[C@@H]1CCOc2c(F)cc([N+](=O)[O-])cc2C(=O)N[C@@H](CO)C(=O)NCC(=O)N1,6,19,2,-1,0.8,0.4,2,-7,-2,3
CSc1nc(-c2ccccc2)nn1S(=O)(=O)c1ccc(Cl)cc1,-2,19,-4,9,0.1,-0.5,-7,0,3,-3
O=c1[nH]c(N2CCCCC2)nc2ncn(Cc3ccccc3)c12,-3,-19,0,2,0.9,-2.2,4,-15,-6,0
CC1(C)Oc2ccc3ccc(=O)oc3c2[C@@H](O)[C@H]1O,-1,16,-5,-1,0.2,-0.7,-17,-5,0,-2
CCN(c1ccc(OCC(=O)OCC(=O)c2c(N)n(C)c(=O)n(C)c2=O)cc1)S(=O)(=O)c1ccccc1,4,.,1,-6,-0.8,-2.2,-14,3,2,16
COCCn1c(C)cc(C(=O)COC(=O)C23CC4CC(CC(O)(C4)C2)C3)c1C,-1,-8,2,-2,0.1,-2.4,2,-5,-2,-3
CCOc1ccc2nc(SCC(=O)Nc3ccc4[nH]c(=O)[nH]c4c3)[nH]c2c1,0,-28,1,-7,-1.3,-1.0,3,-14,4,6
O=C(NCCCN1CCCC1=O)c1c(O)nc2ccccn2c1=O,-1,4,-6,0,0.6,-1.9,1,-4,-4,0
O/C=c1\ccc2cccc3nc(C(F)(F)F)nc1c23,124*,-8,-24,-10,16,0.2,-81,-6,-2,-7
Cc1ccc(/C=N/N=C/c2ccc(C)cc2)cc1,3,1,-4,-1,1.6,1.2,-13,9,2,6
Cn1c(Nc2ccc(F)cc2)nc2ccccc21,-2,-8,-1,0,-2.8,-0.9,-4,3,0,2
CNC(=O)CSc1nc2nc(C)cc(C)n2n1,2,16,-1,-3,0.3,-0.4,8,8,-2,6
CCC(C)NC(=O)Cn1c(=O)n(CCCC(=O)NCc2ccccc2Cl)c(=O)c2ccccc21 (centres undefined),-6,-5,2,-4,-1.2,-0.2,-10,-4,-2,-1
CCOc1cccc(C(c2c(C)n(C)n(-c3ccccc3)c2=O)c2c(C)n(C)n(-c3ccccc3)c2=O)c1OC,2,6,-1,0,0.3,-1.6,-10,1,-12,6
NC(=O)C1(NC(=O)[C@@H]2CC3(CC(c4cccc(NC(=O)[C@@H]5CCC(=O)N5)c4)=NO3)CN2C(=O)Cc2ccc(Cl)cc2)CC1 (some centres undefined),7,1,-3,-2,-0.2,-1.2,-7,-10,-3,3
C=CCn1c(Cc2nc3ccc(Cl)cc3[nH]2)n[nH]c1=S,-4,43,6,-3,0.1,-2.0,16,-2,-1,17
CCOC(=O)/C(C#N)=C/c1c(Oc2cc(C)cc(C)c2)nc2ccccn2c1=O,-3,-11,0,-9,0.1,-1.3,-6,-2,0,2
O=C(CN1CCCC1)Nc1ccc2c(c1)CCC2,-2,2,1,-5,0.1,0.6,8,11,-2,10
O=C(COc1ccc2cc(Br)ccc2c1)N1CCCC1,-3,-17,-1,0,-1.1,-2.3,-6,-2,-4,4

# 2 compounds drawn at random from the list so far, as already listed:
SMILES,RTF Ca sens act,SR-BI uptake up,DAGLB inh,Keap1 Nrf2 FP,LANA DNA inh,CAL PDZ FP-1,RTF Ca sens inh,PKA-R2B act,CAL PDZ FP-2,Rtt109 HAT inh
O=C(C1CC1)N1CCN(c2ccnc3cc(Cl)ccc23)CC1,5,-8,1,-5,0.5,-3.2,-6,-7,-3,-2
CC1(C)Oc2ccc3ccc(=O)oc3c2[C@@H](O)[C@H]1O,-1,16,-5,-1,0.2,-0.7,-17,-5,0,-2

# (more compounds)
SMILES,RTF Ca sens act,SR-BI uptake up,DAGLB inh,Keap1 Nrf2 FP,LANA DNA inh,CAL PDZ FP-1,RTF Ca sens inh,PKA-R2B act,CAL PDZ FP-2,Rtt109 HAT inh
COC(=O)c1c(-c2ccc(OC)c(OC)c2)csc1N,17,-26,4,0,-0.4,-1.7,-13,-4,-3,3
COC(=O)c1ccc(CN2CCC(Oc3cccc(C(=O)N4CCCC4)c3)CC2)cc1,-3,-10,-4,-2,12,-2.6,4,-10,-1,23
Cc1cc(C)c(NC(N)=S)c(C)c1,.,9,.,0,-2.0,-0.7,.,.,-2,-2
CC(=O)Nc1ccc(S(=O)(=O)N(C)CC(=O)OCC(=O)c2ccc[nH]2)cc1,-6,11,-1,-2,0.5,0.2,-1,-9,-3,-3
